Pf Dd2 inh: qHTS Primary assay for Inhibitors of Plasmodium falciparum Dd2 growth in vitro | actives 4.3% (n = 120,000) | AID 1347417, 2020 | P. falciparum Dd2 growth, SYBR Green, 72 h | Potency, µM (titrated, usually from 28.9 µM), for inactives: top-dose activity, negative = inhibition, actives largely listed as inhibitors; active means well fitted inhibition curve with a large enough effect; inconclusive means small, poorly fitted or top-dose-only effect; inactive means no such curve, though single readings can be large or run the other way;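 further: plate controls were DMSO vehicle for no effect and reference drug for full effect; nearly all actives have a fitted effect of over 65% in size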
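Infected erythrocytes (Dd2, 0.3% parasitemia, 2.5% hematocrit final) are added to compound in RPMI-1640/Albumax II medium, grown 72 h at 37C in low oxygen, then lysed with saponin/Triton-X containing SYBR Green and read by fluorescence.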
Starred values were filed as active, the others as inactive; i = inactive; ? = inconclusive; [ ] = dose if it differs, or a comment. Potency means the concentration at half of the fitted maximal effect. Only part of the results is shown; count on the stated rates, not on these rows.

SMILES | Pf Dd2 inh
N#Cc1ccc(C(=O)N2CCCC(CO)CCNC(=O)CC2)cc1 (stereo not given) | ?
CCOc1ccc(CCNC(=O)c2ccc(CS(=O)(=O)Cc3ccccc3Cl)o2)cc1OCC | 23%
CCOC(=O)c1ccc(N2C(=O)c3n[nH]c(C)c3C2c2ccc(O)c(OC)c2)cc1 (stereo not given) | -22%
COc1ccc(C(=O)NC[C@@H]2CC[C@H]3C[C@@H]2C3(C)C)cc1 | ?
COc1cccc(NC(=O)Cn2c(=O)n(-c3ccccc3)c(=O)c3ccc(C(=O)NCc4ccc5c(c4)OCO5)cc32)c1 | ?
O=[S+]([O-])(Nc1cccnc1)c1ccc2c(c1)OCCN(Cc1cscn1)C2 | 3%[44.1 µM]
Nc1ccsc1C(=O)N[C@H](Cc1ccncc1)C1CC(O)C1 (stereo not given in full) | -3%
Cc1noc(C)c1S(=O)(=O)N1CCCC(c2nc(C(C)C)no2)CCNC(=O)CC1 (stereo not given) | -16%
CC(C)NC(=O)NC[C@H]1C[C@@H]2CCN1C[C@@H]2c1cc(-c2ccc(F)cc2)nn1C | ?
O=C(Cc1c[nH]c2ncc(-c3cccnc3)cc12)NCc1ccccc1 | 5.6µM*
Cc1ccc(-n2c(SCC(=O)N3CCCc4ccccc43)nc3c([nH]c4ccccc43)c2=O)cc1 | ?
Cc1nc(C(=O)N2C[C@@H](COc3ccccc3)[C@H](C(N)=O)C2)co1 | 3%
Cc1ccc(-c2cc(-c3ccc4c(c3)NC(=O)CO4)nc3c2COc2ccc(C)cc2-3)cc1 | 7%
COc1ccc(OC)c(NC(=O)N2CCCC(Cn3cnc4cccnc43)C2)c1 (stereo not given) | -18%
Cc1ccccc1NC(=O)CSc1nnc(-c2cccc(Cl)c2)o1 | 46%[activator]
COc1ccc(/C=C\c2onc(C)c2S(=O)(=O)N2CCC(C(=O)Nc3ccc(Cl)cc3)CC2)cc1 | ?
CNCC(=O)N1CCC(n2nccc2NC(=O)Nc2ccccc2C)CC1 | -6%
O=C(c1n[nH]c2ccccc12)N1CCC(c2nc(C3CCOCC3)no2)CC1 | i
CCc1c(CN2CCN(c3ccc(F)cc3)CC2)csc1C | -8%
CC(C)NC(=O)N1CC(Oc2cccc(-c3nc(-c4ccccc4)no3)c2)C1 | ?
Cc1ccc(-c2nnc(Nc3cccc(O)c3)c3ccccc23)cc1S(=O)(=O)N1CCN(C)CC1 | 10µM*
CCC1=C(C(=O)OC)C(c2cccc(OC)c2)N2C(CC(=O)NCC3CCCO3)=CSC2=N1 (stereo not given) | -13%
COc1ccc(CN2C(=O)[C@@H]3C[C@@H](CN3CC3CC3)Oc3ccccc32)cc1 | ?
CC1=C(C(=O)Nc2ccccc2)C(c2ccncc2)n2nc(SCc3ccccc3)nc2N1 (stereo not given) | -26%
CCc1ccc(-n2c(=O)c3ccccc3n(Cc3ccccc3C#N)c2=O)cc1 | 0%
O=C(NC1CCCCCCC1)C1CCCN(c2cn[nH]c(=O)c2)C1 (stereo not given) | 44%[activator]
CC(C)(Oc1ccc(Br)cc1)C(=O)Nc1cc(-c2nc3ccccc3[nH]2)ccc1Cl | -9%
CCCCCN(CCC(=O)NCCC(C)C)C(=O)c1cc(C)oc1C | ?
Cc1cc(C)c(NC(=O)Cn2c(=O)n(CC(=O)NCCc3ccccc3)c(=O)c3ccccc32)c(C)c1 | 15%
CCOCCn1c(=O)n(CC[C@H](O)c2ccccc2)c2cc(C(=O)O)cnc21 | 21%
CCC(=O)N1CCC(N2CC(OCC3CC3)C23CCOCC3)CC1 (stereo not given) | i
Cc1noc(C)c1CN1C[C@@H]2[C@H](C1)N(CCOc1ccccc1)C(=O)C(C)(C)[S+]2(=O)[O-] | ?
COCC1CN(C(C)=O)CC12CCN(Cc1c(C)n[nH]c1C)CC2 (stereo not given) | 7%
O=C(c1ccccc1)N1CCN2C(=O)N(Cc3ccccn3)C[C@H]2C1 | i
CCCNC(=O)C1COC2(CCN(C(=O)Cc3ccccc3)CC2)N1C(=O)c1cccc(C)c1 (stereo not given) | i
CCN(CC)CCCNC(=O)CSc1nc2nc(C)c(Cc3ccccc3C)c(C)n2n1 | -5%
CN(CCc1noc(C2CN(Cc3cc(Cl)ccc3F)C2)n1)S(C)(=O)=O | -19%
O=S(=O)(NCC1(COc2ccc(C(F)(F)F)cn2)C[C@@H](O)[C@@H](O)C1)c1ccc(Cl)cc1 (stereo not given in full) | i
CC(C)c1ccc(C2N3CC4(C)CN2CC(c2ccccc2)(C3)C4=O)cc1 (stereo not given) | -17%
O=C(NCc1ccccc1F)c1noc(-c2ccc3c(c2)OCO3)n1 | 19%
CC(C)c1noc(-c2cn(C3CCN(C(=O)c4cccc(C#N)c4)CC3)nn2)n1 | -18%
Cc1ccc2c(=O)cc(CSCC(=O)Nc3nnc(C)s3)[nH]c2c1 | 23%
CC(=O)Nc1ccc(NC(=O)Cn2ccn3nc4c(c3c2=O)CCCCC4)cc1 | ?
Fc1ccc(-c2nnc3ccc(Nc4ccc(N5CCOCC5)cc4)nn23)nc1 | ?
COc1ccc(-c2cc(N3CCCC(NC(=O)c4cccc(Br)c4)C3)n[nH]2)cc1 (stereo not given) | 10µM*
O=C(COc1ccc(F)cc1)N1CCCC(c2nc(C3CCOCC3)no2)C1 (stereo not given) | ?
O=S(=O)(NCC1CCOCC1)c1ccc(F)cc1F | 18%
CC(=O)c1sccc1-c1cc(NCc2ccccn2)nc2[nH]ccc12 | -28%
COc1ccc(-c2cc(N3CCC(NC(=O)c4ccncc4)C3)n[nH]2)cc1 (stereo not given) | i
Cn1ccnc1CN1CCN2C(=O)N(c3ccccn3)C[C@H]2C1 | -12%[44.1 µM]
COc1cc(F)ccc1-c1cc(C(=O)NCc2ccnc(N)c2)c2c(c1)ncn2C | -2%[44.1 µM]
COc1cc2c(cc1NC(=O)C(C)Oc1ccc(Cl)cc1Cl)oc1ccccc12 (stereo not given) | ?
COCCN1Cc2[nH]nc(-c3ccsc3)c2CC1=O | 1%[44.1 µM]
CCn1cc2nc(SCc3cccc(Cl)c3)n(Cc3ccc(C)cc3)c(=O)c2n1 | i
COCCOC1CCOC2(CCN(C(=O)c3cccs3)CC2)C1 (stereo not given) | -16%
Cn1c(/C(C#N)=C/c2ccc(C(F)(F)F)cc2)nc2ccccc21 | -13%
CCOc1ccccc1CN1CCNC(=O)C1CC(=O)N1CCCOCC1 (stereo not given) | -11%
CCOC(=O)C1=C(CN2CCN(c3cc(C)ccc3C)CC2)NC(=O)NC1c1ccccc1 (stereo not given) | ?
COc1ccc(C(=O)N2CCC3(CC2)C(=NC2CCCCC2)NC(=O)N3c2cc(F)cc(F)c2)cc1 | -24%
CC1=C(C(=O)Nc2ccccc2)C(c2ccccc2C)n2ncc(C(=O)Nc3ccccc3)c2N1 (stereo not given) | ?

Rewritten field by field: entries from further up.
> COCCN1Cc2[nH]nc(-c3ccsc3)c2CC1=O
  Pf Dd2 inh: 1%[44.1 µM]

> CCn1cc2nc(SCc3cccc(Cl)c3)n(Cc3ccc(C)cc3)c(=O)c2n1
  Pf Dd2 inh: i

> COCCOC1CCOC2(CCN(C(=O)c3cccs3)CC2)C1 (stereo not given)
  Pf Dd2 inh: -16%

> Cn1c(/C(C#N)=C/c2ccc(C(F)(F)F)cc2)nc2ccccc21
  Pf Dd2 inh: -13%

4 records picked at random from those above:
SMILES | Pf Dd2 inh
COCCN1Cc2[nH]nc(-c3ccsc3)c2CC1=O | 1%[44.1 µM]
CC(C)c1noc(-c2cn(C3CCN(C(=O)c4cccc(C#N)c4)CC3)nn2)n1 | -18%
COc1ccc(-c2cc(N3CCCC(NC(=O)c4cccc(Br)c4)C3)n[nH]2)cc1 (stereo not given) | 10µM*
COc1cc(F)ccc1-c1cc(C(=O)NCc2ccnc(N)c2)c2c(c1)ncn2C | -2%[44.1 µM]

(list continues)
SMILES | Pf Dd2 inh
Cc1cc(C(=O)NC2CCc3nnc(C4CC4)n3CC2)no1 (stereo not given) | 14%
COc1ccccc1CNC(=O)C[C@@H]1CCNC[C@@H]1Cc1cc(-c2ccccc2)on1 | ?
Cc1ccc(C)c(CNC(=O)Nc2nc(C)ns2)c1 | -8%
COc1cccc(NC(=O)NC[C@H]2O[C@@H](CC(=O)N3CCc4ccccc43)[C@H](O)[C@@H]2O)c1 | -16%
Cc1cc(-n2cccn2)ccc1CN(C)CC(C)N1CCOCC1 (stereo not given) | ?
CCc1cc(=O)n(CC(=O)Nc2ccc(C)cc2Cl)c(N2CCOCC2)n1 | i
Cc1ccc(CNC(=O)C2CCCN(c3nnc(-n4c(C)ccc4C)s3)C2)cc1 (stereo not given) | ?
Cc1n[nH]c(C)c1C(NC(=O)c1scc2c1OCCO2)C(=O)O (stereo not given) | 6%
COc1ccc(Cl)cc1-c1ccc2c(c1)C(=O)N1CC[C@H](N)C[C@H]1C(=O)N2 | i
CN1C[C@@H](NC(=O)c2ccccc2)C[C@H]1c1nc(-c2ccncc2)no1 | ?
COc1ccc(C(=O)N2CCCC(Cc3nc(C4CCOCC4)no3)C2)cc1 (stereo not given) | 22%
O=C(NC1CCN(c2cc(-c3ccccc3)[nH]n2)CC1)c1ccccc1 | -3%
CC(=O)Nc1cccc(-c2nccc3c(=O)cc(-c4ccncc4)oc23)c1 | i
COc1ccc(CNC(=O)c2ccc(-c3nc(CSc4ccc(C)cc4)c(C)o3)cc2)c(OC)c1 | 24%
COCC(=O)NC1CCC12CCN(C(=O)c1ccco1)CC2 (stereo not given) | -5%
CCCn1c(C)cnc1CC1CCN(C(=O)CCOC)CC1 | -8%
COc1ccccc1C(=O)Nc1ccc([C@H]2OCC(=O)N(Cc3ccccc3)[C@@H]2CO)cc1 | -9%
COc1ccccc1Cn1cc(C(=O)c2ccc(Cl)cc2)c(=O)c2cc3c(cc21)OCCO3 | ?
CC1(C)CN(C(=O)c2cn(CCN3CCNCC3)nn2)C[C@]1(C)O | -17%
Cc1c(Cl)cccc1NC(=O)C(C)n1nc(C)c2c(C)n(-c3ccccc3)nc2c1=O (stereo not given) | 4%

Molecules shown so far that contain a furan ring, fused or not, in the order listed:
SMILES | Pf Dd2 inh
CCOc1ccc(CCNC(=O)c2ccc(CS(=O)(=O)Cc3ccccc3Cl)o2)cc1OCC | 23%
CCCCCN(CCC(=O)NCCC(C)C)C(=O)c1cc(C)oc1C | ?
COc1cc2c(cc1NC(=O)C(C)Oc1ccc(Cl)cc1Cl)oc1ccccc12 (stereo not given) | ?
COCC(=O)NC1CCC12CCN(C(=O)c1ccco1)CC2 (stereo not given) | -5%

The list continues:
SMILES | Pf Dd2 inh
Cc1ccc(C(=O)N2CCC3(C2)C(=NC2CCCC2)NC(=O)N3c2cc(F)cc(F)c2)cc1 (stereo not given) | -7%
Cc1cc(-c2nn(-c3ccccc3F)cc2CN(C)C2CCOC2)c(C)s1 (stereo not given) | ?
COc1ccc(NCc2cccn2-c2nnc(N3CCCCCC3)s2)cc1 | ?
O=C(c1ccc(C(F)(F)F)cc1)N1CCN(C2CCN(Cc3cccnc3)C2=O)CC1 (stereo not given) | ?
COc1cccc(CC(=O)NCCn2ccn3nc(-c4ccc(C)cc4C)cc3c2=O)c1 | ?
CC1=C(C(=O)Nc2ccccc2)C(c2ccccc2C)n2nc(SCC(=O)c3ccc(C)cc3)nc2N1 (stereo not given) | 12%
COc1ccc(-c2nc(S(=O)(=O)c3ccc(C)cc3)c(NCc3ccccc3)o2)cc1 | ?
COCC(=O)N[C@@H]1CN(C(=O)C2(c3ccccc3)CC2)CC[C@@H]1c1nc(C)no1 | i[5.79 µM]
Nc1nccc(N2CCC3(CCC(=O)N(CC4CCCO4)C3)CC2)n1 (stereo not given) | -9%
COCCN1CCC(N2CCN(C(=O)c3ccccc3Br)CC2)C1=O (stereo not given) | 9%
Cc1ccc(-c2nc(C3CC(=O)OC34CCCC4)n(CC(=O)O)n2)o1 (stereo not given) | 2%
Cc1ccc(C)c(N2CCN(S(=O)(=O)c3ccc(-c4coc(C)n4)cc3)CC2)c1 | 18%
Cc1ccc(C(=O)N2CCC(Cc3nncn3C)CC2)cc1N1CCNC1=O | -8%
CCCCN(C)C(=O)Cn1c(C2CC(=O)N(c3ccc(C)cc3)C2)nc2ccccc21 (stereo not given) | 6%
Cc1oc2c(c1C(=O)NCCc1ccncc1)CN(C)CC2 | -19%
COCC1CN(C2CCC2)CC12CCN(C(=O)c1ccccc1OC)CC2 (stereo not given) | -9%
Cc1cccc(NC(=O)Cn2c(=O)n(Cc3ccc4c(c3)OCO4)c(=O)c3ccccc32)c1 | ?
Cc1nnc2n1CCC(NC(=O)CC1=CCCCC1)CC2 (stereo not given) | 4%
CC(=O)N1CCC(Nc2ncccc2-c2cc(-c3ccccc3)nc3c(C)noc23)CC1 | -19%[44.1 µM]
O=C(NC1CCCCC1)O[C@@H]1CO[C@H]2[C@@H]1OC[C@@H]2n1nnnc1-c1ccccc1 | -4%[44.1 µM]
Cc1cn2nc(-c3nc(C4CCCN(C(=O)c5ccc(C)c(F)c5)C4)no3)cc2c(=O)[nH]1 (stereo not given) | ?
COc1cc(CN(C(=O)Nc2cccc(Cl)c2)c2ccccn2)cc(OC)c1OC | -3%
COc1cccc(-n2c(-c3ccco3)nc3c(cnn3-c3ccc(C)cc3)c2=O)c1 | ?

Compound activity as filed in PubChem.
